High-throughput results from PubChem.
Nrf2 block: Nrf2 qHTS screen for inhibitors; A549 ARE-Fluc reporter, luciferase luminescence, 18-24 h; Potency, µM (titrated, usually from 46 µM), for inactives: top-dose activity change, negative = inhibition, actives largely listed as inhibitors; actives 2.1% (n = 360,000); AID 504444, 2011; also: % is scaled to controls: 0 for no effect and ±100 for the full control effect; nearly all actives have a fitted effect of over 60% in size
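Cells were seeded and rested 2 h, then exposed to compounds for 18-24 h. CellTiter-Fluor was read first as a viability measure. BugLite was added 15 min before the final luminescent read of ARE-luciferase activity in A549 cells.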
MCF10A rerep: A quantitative high throughput screen for small molecules that induce DNA re-replication in MCF 10a normal breast cells | MCF 10A DNA re-replication, Hoechst nuclear intensity, 48 h | AID 624296, 2012 | actives 2.9% (n = 350,000) | Potency, µM (highest dose often 46.1 µM), for the others: at the highest dose activity, positive = re-replication, usual class: activators; also: % of control where 0% means no effect; nearly all actives have a fitted effect of over 50% in size
A549 tox: Nrf2 qHTS screen for inhibitors: counterscreen for cytotoxicity; actives 0.16% (n = 390,000); AID 504648, 2011; A549 ARE-Fluc cells, CellTiter-Fluor viability, 18-24 h; Potency, µM (doses to about 46 µM), for inactives: at the highest dose activity change, negative = cytotoxicity, usual class: inhibitors; also: % is scaled to controls: 0 for no effect and ±100 for the full control effect
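A549 ARE_Fluc cells in 5% FBS OPTI-MEM were exposed to compounds in concentration-response for 18-24 h at 37 deg C. Viability was read by CellTiter-Fluor fluorescence (Ex 405/Em 525) after 30 min, before the luciferase read.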
ATXN2 expr inh: Primary qHTS for Inhibitors of ATXN expression; Potency, µM (doses to about 57 µM), inactives show at the highest dose activity change, negative = inhibition, hits mostly inhibitors; HEK-293 ATXN2-luciferase reporter, luminescence, 24 h; AID 1745845, 2022; actives 0.72% (n = 360,000); also: % is scaled to controls: 0 for no effect and ±100 for the full control effect; nearly all actives have a fitted effect of over 55% in size
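qHTS (up to 57 uM final) was run with 24 h compound exposure of reporter cells at 37 °C. Each well was multiplexed: SteadyGlo luminescence measured ATXN2-luciferase expression after a fluorogenic Gly-Phe-AFC viability readout (25 uM final).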
TGFb inhibitor: qHTS for Inhibitors of TGF-b. HepG2 CAGA-GFP TGF-b/SMAD3 reporter, GFP fluorescence, 18 h; TGF-beta stimulated, 500 pg/mL final. actives 1.2% (n = 410,000). Potency, µM (titrated, usually from 46.1 µM), inactives show at the top dose activity, negative = inhibition, usual class: inhibitors. AID 588855, 2011; also: % is scaled to controls: 0 for no effect and ±100 for the full control effect; nearly all actives have a fitted effect of over 65% in size
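Read-out: total well GFP (ex488/em500-530) summed from mean per-cell fluorescence. Cells: HEPG2 CAGA-GFP, 1% FBS DMEM, 18 h at 37 degrees C with 500 pg/mL final TGF-beta. Unstimulated wells served as the full-inhibition control; stimulated DMSO wells = 0%.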
ATXN viability: Viability Counterscreen for Primary qHTS for Inhibitors of ATXN expression; Potency, µM (series often up to 56.7 µM), most hits filed as cytotoxic; S2 cells (HEK-293 line with an ATXN2-luciferase reporter) viability, CellTiter-Fluor protease fluorescence, 24 h; actives 0.49% (n = 400,000); also: nearly all actives have a fitted effect of over 40% in size
HepG2 tox: qHTS for Inhibitors of TGF-b: Cytotox Counterscreen; HepG2 CAGA-GFP viability, ATP luminescence, 18 h; Potency, µM (highest dose often 46.1 µM), for inactives: at the highest dose activity change, negative = cytotoxicity, actives largely listed as cytotoxic; actives 0.76% (n = 410,000); also: some results filed as inactive show a strong effect at the top dose
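CellTiter-Glo luminescence gave cytotoxicity after 18 hours at 37 degrees C. The cells were HepG2 CAGA-GFP in 1% FBS DMEM, stimulated with 500 pg/mL TGF-beta after compound addition. %Activity was normalised to no-cell wells (complete cell-killing) and DMSO (no toxicity), and curves were fitted and classified.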
EPAC2 antagonist: qHTS for Antagonist of cAMP-regulated guanine nucleotide exchange factor 2 (EPAC2): primary screen; EPAC2 GEF exchange of Rap1B-BODIPY-GDP, fluorescence; Rap guanine nucleotide exchange factor 4 (Homo sapiens), Q8WZA2; Potency, µM (series often up to 114 µM), without a hit: at the highest dose activity, negative = inhibition, hits mostly inhibitors; actives 0.18% (n = 360,000); also: % is scaled to controls: 0 for no effect and ±100 for the full control effect; nearly all actives have a fitted effect of over 45% in size; many of its hits are not listed in these tables
Target sequence (Q8WZA2 whole entry, looked up): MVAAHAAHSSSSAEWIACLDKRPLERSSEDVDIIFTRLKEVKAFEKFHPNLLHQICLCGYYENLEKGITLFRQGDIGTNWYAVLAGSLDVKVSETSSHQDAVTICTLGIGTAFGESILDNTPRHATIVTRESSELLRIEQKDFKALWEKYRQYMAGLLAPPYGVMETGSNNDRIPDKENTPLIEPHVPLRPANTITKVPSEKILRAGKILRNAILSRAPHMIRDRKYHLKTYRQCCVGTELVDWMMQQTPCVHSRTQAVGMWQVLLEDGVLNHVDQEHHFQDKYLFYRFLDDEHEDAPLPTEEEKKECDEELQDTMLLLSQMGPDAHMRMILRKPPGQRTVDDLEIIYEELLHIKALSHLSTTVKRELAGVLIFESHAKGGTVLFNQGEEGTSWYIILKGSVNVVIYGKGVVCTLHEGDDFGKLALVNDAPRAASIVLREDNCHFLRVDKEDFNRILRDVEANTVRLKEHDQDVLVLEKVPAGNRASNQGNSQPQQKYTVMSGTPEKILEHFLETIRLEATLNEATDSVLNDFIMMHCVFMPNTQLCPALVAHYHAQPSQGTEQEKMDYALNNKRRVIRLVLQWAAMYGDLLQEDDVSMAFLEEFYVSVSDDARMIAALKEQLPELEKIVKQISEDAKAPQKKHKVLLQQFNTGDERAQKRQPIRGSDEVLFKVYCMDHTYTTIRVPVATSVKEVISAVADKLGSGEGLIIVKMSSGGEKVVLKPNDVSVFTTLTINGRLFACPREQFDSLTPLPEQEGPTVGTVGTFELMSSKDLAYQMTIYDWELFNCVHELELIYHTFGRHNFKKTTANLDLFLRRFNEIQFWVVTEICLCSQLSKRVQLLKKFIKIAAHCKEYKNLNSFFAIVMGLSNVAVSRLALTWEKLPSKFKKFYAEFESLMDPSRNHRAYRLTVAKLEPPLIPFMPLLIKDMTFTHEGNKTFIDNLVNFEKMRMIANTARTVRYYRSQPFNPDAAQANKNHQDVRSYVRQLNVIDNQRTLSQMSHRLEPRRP
Nrf2 ARE act: qHTS of Nrf2 Activators | actives 0.31% (n = 410,000) | AID 624171, 2012 | Potency, µM (series often up to 46.1 µM), for the others: top-dose activation, hits mostly activators | AREc32 ARE-luciferase reporter (MCF7-derived line), luminescence, 24 h; also: % of control where 0% means no effect; nearly all actives have a fitted effect of over 65% in size
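Reporter line AREc32 (ARE-Fluc), seeded overnight in OPTI-MEM with 5% FBS; compound pin-transferred, 24 hr at 37 deg C, 5% CO2; luminescent read-out.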
* marks the source's active call; other numbers are inactive results; i = inactive; ? = inconclusive; nt = not tested or not shown; & = joins results of further samples; [ ] = another dose, or the depositor's remark. Calls follow the shape of the dose curve; as a rule, active = well fitted curve in the direction sought with a large enough effect; inconclusive = small, poorly fitted or top-dose-only effect, or another doubt; inactive = no such curve, though single readings can be large; an effect the other way counts as inactive or inconclusive. Potency is read from the fitted curve at half-maximal effect. This is a subset. The share of hits here may be higher or lower than overall.

SMILES	Nrf2 block	MCF10A rerep	A549 tox	ATXN2 expr inh	TGFb inhibitor	ATXN viability	HepG2 tox	EPAC2 antagonist	Nrf2 ARE act
O=C(N/N=C/C=C\c1cccc([N+](=O)[O-])c1)c1cccnc1	?	-1%	1%	-8%	9%	?	-30%	13%	8.2%
COCC(C)NS(=O)(=O)c1ccc(C)cc1 (configuration not stated)	22%	1%	10%	-2%	-3%	i	3%	-3%	-0.8%
O=C(N/N=C/C=C/c1ccccc1)c1cc2c(ccc3ccccc32)o1	?	?	?	?	0%	i	-6%	-6%	-0.3%
CC(=O)Nc1ccc(S(=O)(=O)N2CCCc3ccccc32)cc1	-30%	9.2µM*	-5%[1.84 µM]	-25%	?	i	-1%	6%	0.2%
COc1cccc(-c2nn(C)c3sc(C(=O)NCCc4ccc(Cl)cc4)cc23)c1	?	nt	-6%	-18%	-17%	?	-27%	nt	0.2%
Cc1cc(C)n(C(=O)c2cc3sccc3[nH]2)n1	15%	4%	3%	57%[activator]	1%	i	-32%	-1%	5.7%
Cc1cccc(NC(=O)Cn2cnc(S(=O)(=O)N3CCCC3)c2)c1C	31%&8%	1%	-3%&3%	5%&5%	1%&0%	i	0%&0%	6%	-0.1%&0.9%
CCOC(=O)c1sc(NC(=O)Nc2cccc(Cl)c2)cc1C	-63%	?	?	-33%	?	?	-28%	-2%	0.2%
Cc1cc(OCC(O)CN2CCN(c3ccccn3)CC2)cc(C)c1Cl (configuration not stated)	-29%	?	2%	-5%	-13%	i	0%	-12%	1.8%
CC1CC(C)CN(C(=O)c2ccc3nc[nH]c3c2)C1 (configuration not stated)	2%	1%	2%	-8%	-9%	i	8%	7%	-0.6%
CCOC(=O)c1ccc(N2CN=C3SCC(=O)N3C2)cc1	?	11%	-4%	11%	0%	i	-4%	8%	2.5%
O=C1ON=C(c2ccccc2)/C1=C\c1ccco1	-18%	1%	-5%	8%	?	i	-12%	2%	0.1%
CCS(=O)(=O)Nc1ccc(-c2nnc(SCC(=O)c3ccc(NC(C)=O)c(OC)c3)o2)cc1	5%	-5%	0%	1%	7%	i	11%	16%	-0.2%
CCn1c(SCC(=O)NCc2ccccc2)nc2ccccc2c1=O	1%	-2%	-5%	0%	1%	i	8%	7%	0.4%
Cc1ncc(CN2CCCC(CCC(=O)NCc3ccccc3F)C2)s1 (configuration not stated)	-1%	5%	1%	-7%	-13%	i	-3%	5%	0.2%
O=C1CSC(c2cccnc2)N1C1CCCCC1 (configuration not stated)	5%	-1%	3%	5%	16%	i	4%	0%	0.1%
CCNC(=S)Nc1ccc2cn[nH]c2c1	0%	0%	0%	-20%	10%	i	-4%	-8%	-2.1%
CC1=C(C(=O)N(C(C)C)C(C)C)CC(CC(=O)NC2CC2)C(=O)N1Cc1ccc(F)cc1 (configuration not stated)	nt	nt	nt	6%	?	i	1%	13%	0.1%
O=C(CSc1nc2cccnc2n1Cc1ccccc1)N1CCCC1	-14%	2%	-3%	-5%	31%[activator]	i	4%	2%	0.5%
c1ccc(Nc2c(-c3ccco3)nc3ccccn23)cc1	?	1%	1%	3%	0%	i	-38%	-8%	4.1%
O=S(=O)(Nc1ccc(N2CCOCC2)cc1)c1cc(Cl)ccc1Cl	?	5%	24%	-10%	0%	i	-22%	-13%	0.1%
NC(=O)c1ccc(CN2CCC(Cc3ccccc3)CC2)cc1	5%	-2%	2%	-17%[11.3 µM]	11%	i	1%	16%	-0.1%
CCCOC(=O)c1ccc(Nc2nc(C)cc(=O)[nH]2)cc1	-7%	17%	-1%	1%	?	i	-49%	-7%	3.6%
COC(=O)c1cc(S(=O)(=O)N2CCCCCC2)cn1C	-2%	-6%	-11%	nt	0%	i	-23%	6%	-0.9%

In another format: entries from further up
Second line of a record: Nrf2 block, MCF10A rerep, A549 tox, ATXN2 expr inh, TGFb inhibitor, ATXN viability, HepG2 tox, EPAC2 antagonist, Nrf2 ARE act
CCNC(=S)Nc1ccc2cn[nH]c2c1
 : 0%, 0%, 0%, -20%, 10%, i, -4%, -8%, -2.1%
CC1=C(C(=O)N(C(C)C)C(C)C)CC(CC(=O)NC2CC2)C(=O)N1Cc1ccc(F)cc1 (configuration not stated)
 : nt, nt, nt, 6%, ?, i, 1%, 13%, 0.1%
O=C(CSc1nc2cccnc2n1Cc1ccccc1)N1CCCC1
 : -14%, 2%, -3%, -5%, 31%[activator], i, 4%, 2%, 0.5%

(continued)
SMILES	Nrf2 block	MCF10A rerep	A549 tox	ATXN2 expr inh	TGFb inhibitor	ATXN viability	HepG2 tox	EPAC2 antagonist	Nrf2 ARE act
Cn1c(=O)c2c(nc(CN3CCCCC3)n2Cc2c(F)cccc2Cl)n(C)c1=O	8%	28%	3%	-1%	24%	i	-4%	-1%	-0.9%
Clc1ccc(-c2nc(N3CCOCC3)nc3ccccc23)cc1	5%	22%	7%	48%[activator]	16%	nt	-16%	-2%	0.4%
Cc1nc2cc(F)ccc2n1C1CCN(C(=O)c2c(F)cccc2F)CC1	?	0%	2%	nt	-29%	?	5%	9%	-0.5%
Cc1cc(C)nc(SCc2ccc(Br)cc2)n1	-26%	-6%	18%	-7%	11%	i	-10%	-27%	2.1%[9.22 µM]
CN(/C(=N/S(=O)(=O)c1cccs1)c1ccccc1)c1ccc(O)cc1	7%	-4%	6%	-1%	35%	i	33%	0%	-0.6%
O=C(Nc1nc2ccccc2s1)NC1CCCCC1	?	?	1%	45%[activator]	8%	i	-27%	-16%	0.7%
CCOC(=O)N1CCC(N(CCN(C)C)C(=S)Nc2cccc(SC)c2)CC1	-18%	-5%	-1%	-22%	-13%	i	-7%	2%	0.3%
COC(=O)c1ccc(Cl)cc1NC(=O)NC(C)c1c(-n2cccc2)sc(C)c1C (configuration not stated)	-6%	nt	1%	nt	nt	nt	-26%	nt	6.9%
CCN(CC)CCNC(=O)CSc1c2c(nc3cc(Cl)ccc13)CCCC2	17%	?	-8%	nt	18µM*	nt	-79%	-24%	-5.4%
CC(C)(C)c1ccc(OCc2ccc(C(=O)N/N=C/c3ccc([N+](=O)[O-])cc3)o2)cc1	?	?	?	26%	-17%	?	-29%	-3%	3.2%
CCCN1CCN(c2ccc(S(N)(=O)=O)cc2[N+](=O)[O-])CC1	-2%	-1%	1%	nt	2%	i	2%	0%	-0.2%
COc1ccc(-n2ncc3c(NCc4ccccn4)ncnc32)cc1	?	14%	-6%	46%[activator]	?	?	0%	6%	3.0%
CCCc1nnc(NC(=O)c2cc(OC)cc(OC)c2)s1	?	-2%	1%	10%	15%	i	0%	0%	2.9%
O=C(Cn1c2ccc(F)cc2c2nc3n(c(=O)c21)CCS3)Nc1ccccc1C(F)(F)F	18%	2%	-16%	-3%	-3%	i	13%	5%	0.5%
CCOC(=O)C1=C(C)Nc2ccccc2N=C1NC(=O)c1cccc(S(=O)(=O)NCc2ccccc2)c1	?	12%	-16%	nt	-19%	nt	7%	-6%	-0.2%
COCCn1c(C)cc(/C=N/NC(=O)c2cc3ccccc3cc2O)c1C	1%	6%	1%	8%	?	?	-3%	1%	5.2%
COc1ccc(C(=O)N2CCN(c3nc4ccccc4o3)CC2)cc1OC	18µM*	0%	2%	?	-15%	i	-22%	6%	0.4%
COc1ccccc1CNc1ncnc2cc(OC)c(OC)cc12	?	?	2%	nt	-17%	i	-35%	-4%	4.8%
COc1ccccc1-c1cc(C(=O)NC(C)C)no1	nt	-8%	2%	68%[activator]	-27%	i	-35%	10%	6.1%
O=C(Nc1ccccc1N1CCOCC1)c1ccccc1[N+](=O)[O-]	19%	197%[0.0737 µM]	2%	-4%	14%	i	3%	8%	-0.3%
CN1CCN(c2ccc(CNC(=O)C3Cc4c(-c5ccccc5)ccnc4O3)cc2)CC1 (configuration not stated)	nt	nt	nt	16%	11%	i	-29%	3%	0.1%[9.22 µM]
CCC(=O)Nc1ccccc1C(=O)OCC(=O)c1ccc2ccccc2c1	-29%	17%	4%	-3%	-8%	i	8%	-6%	3.5%
COc1ccc(-c2cn[nH]c2-c2ccc(OCc3ccc([N+](=O)[O-])cc3)cc2O)cc1	-9%	5.8µM*	1%	-8%	?	?	-96%	-4%	2.4%
CC12CN3CCN(CC(C3)/C1=N\NC(=O)c1ccccc1N)C2	?	-2%	-7%	51%[activator]	2%	i	12%	0%	2.7%
FC(F)(F)c1cccc(NC(=S)NNC(=S)NCc2ccccc2)c1	4%	?	13%	-24%	?	i	-41%	12%	3.4%
CCC(C(=O)OCC(=O)N1CCN(c2ccc(OC)cc2)CC1)c1ccccc1 (configuration not stated)	9%	13%	-2%	nt	4%	i	10%	-4%	-0.5%
CCOc1ccc(NC(=O)c2c(NCc3ccc(C)o3)sc3c2CCC(C)C3)cc1 (configuration not stated)	nt	nt	-3%	nt	?	nt	-13%	nt	3.8%
CN1C(=O)/C(=C\C=C2/CCCN2C)N(C)C1=S	?	-11%	-18%	22%	7%	i	-8%	-28%	-0.3%
CCOc1ccc(NC(=O)c2cc3n(n2)C(C(F)(F)F)CC(c2ccco2)N3)cc1 (configuration not stated)	-6%	?	0%	1%	0%	i	-10%	6%	-0.5%
Nc1nc(Cl)nc2ccc(Br)cc12	?	2%	-1%	nt	9%	i	3%	4%[57.1 µM]	5.1%
CCOc1ccccc1NC(=S)NC1CC2CCC1C2 (configuration not stated)	-4%	-3%	0%	nt	-19%	?	-1%	-8%	-1.4%
COc1ccc(CN(Cc2ccco2)C(=O)COc2ccc(Cl)cc2C)cc1	-23%	nt	10%	nt	0%	nt	32%	nt	0.6%
O=C(Nc1ccc(N2CCOCC2)c(Cl)c1)c1cccnc1Cl	-5%	-14%	-1%	18%	-3%	i	-1%	1%	-0.2%
Cc1cc(C)cc(NC(=O)C(Sc2ncnc3ccccc23)c2ccccc2)c1 (configuration not stated)	-7%	-2%	-3%	2%	3%	i	-7%	-3%	6.5%
COc1cc(/C=N/NC2=NCCCCC2)ccc1O	0%	-5%	1%	0%	-6%	?	4%	5%	-0.1%
